BioA inh: M. tuberculosis BioA enzyme inhibitors, primary screen, biochemical, plate reader, single point, HTS. 7,8-diaminopelargonic acid synthase BioA (Mycobacterium tuberculosis). purified M. tuberculosis BioA enzyme. inhibition, % at 9.99 µM. actives 0.096% (n = 360,000). AID 602481, 2012; in the data active = inhibition above about 40%
Active calls of the source: *. The list is partial (hit frequency here may not be typical).

SMILES	BioA inh
COc1ccc(S(=O)(=O)Nc2ccc3c(c2)CC(=O)N([C@H](C)CO)C[C@@H](C)[C@H](CN(C)C(=O)Nc2ccc(C(F)(F)F)cc2)O3)cc1	6.4
O=C(C[C@H]1CC[C@@H]2[C@H](COC[C@@H](O)CN2C(=O)Nc2ccc(Cl)cc2)O1)NCC1CC1	1.4
C[C@H](CO)N1C[C@H](C)[C@@H](CN(C)Cc2ccc(Cl)c(Cl)c2)Oc2ccc(NC(=O)Cc3cn(C)c4ccccc34)cc2C1=O	-1.6
C[C@H](CO)N1C[C@H](C)[C@@H](CN(C)S(=O)(=O)c2ccc(Cl)cc2)Oc2ccc(NC(=O)C3CC3)cc2CC1=O	-1.7
O=C(CN1CCOCC1)N[C@@H]1CC[C@@H](CCNC(=O)C2CCCC2)O[C@@H]1CO	-2.0
C[C@@H]1CN([C@H](C)CO)C(=O)Cc2cc(NC(=O)CCCCCC(=O)Nc3ccccc3N)ccc2O[C@@H]1CN(C)C(=O)Nc1ccc2c(c1)OCO2	-0.4
COc1ccc(S(=O)(=O)N(C)C[C@H]2OCCCC[C@@H](C)Oc3ccc(NC(=O)Nc4ccccc4)cc3C(=O)N([C@@H](C)CO)C[C@@H]2C)cc1	-0.3
Cc1ccc(S(=O)(=O)Nc2ccc3c(c2)C(=O)N([C@H](C)CO)C[C@@H](C)[C@@H](CN(C)C(=O)NC(C)C)OCCCC[C@@H](C)O3)cc1	-1.6
CCS(=O)(=O)N1CCCCN2[C@H](C1)[C@@H](c1ccc(C#CC(C)(C)O)cc1)[C@@H]2CO	-1.9
C[C@H](CO)N1C[C@H](C)[C@@H](CN(C)CC2CCCCC2)OCCCC[C@H](C)Oc2ccc(NC(=O)Cc3ccccc3)cc2C1=O	-0.3

The final 5 records of the part above lead into the next.
SMILES	BioA inh
C[C@@H]1CN([C@H](C)CO)C(=O)Cc2cc(NC(=O)CCCCCC(=O)Nc3ccccc3N)ccc2O[C@@H]1CN(C)C(=O)Nc1ccc2c(c1)OCO2	-0.4
COc1ccc(S(=O)(=O)N(C)C[C@H]2OCCCC[C@@H](C)Oc3ccc(NC(=O)Nc4ccccc4)cc3C(=O)N([C@@H](C)CO)C[C@@H]2C)cc1	-0.3
Cc1ccc(S(=O)(=O)Nc2ccc3c(c2)C(=O)N([C@H](C)CO)C[C@@H](C)[C@@H](CN(C)C(=O)NC(C)C)OCCCC[C@@H](C)O3)cc1	-1.6
CCS(=O)(=O)N1CCCCN2[C@H](C1)[C@@H](c1ccc(C#CC(C)(C)O)cc1)[C@@H]2CO	-1.9
C[C@H](CO)N1C[C@H](C)[C@@H](CN(C)CC2CCCCC2)OCCCC[C@H](C)Oc2ccc(NC(=O)Cc3ccccc3)cc2C1=O	-0.3
COC(=O)C[C@@H]1CC[C@H]2[C@@H](COc3ccc(NC(=O)C4CC4)cc3C(=O)N2C)O1	-2.1
Cc1noc(C)c1S(=O)(=O)Nc1ccc2c(c1)C(=O)N([C@H](C)CO)C[C@@H](C)[C@H](CN(C)Cc1ccc(Cl)c(Cl)c1)O2	-0.2
O=C(CN1CCOCC1)NCC[C@@H]1CC[C@@H](NC(=O)Nc2ccc(Cl)cc2)[C@H](CO)O1	1.2
C[C@@H](NC(=O)C[C@H]1C[C@@H]2c3cc(NC(=O)C4CCOCC4)ccc3O[C@@H]2[C@H](CO)O1)c1ccccc1	-3.1
CC(C)C#Cc1ccc2c(c1)O[C@@H](CN(C)Cc1ccccc1)[C@@H](C)CN([C@@H](C)CO)S2(=O)=O	-1.3
CC(=O)N(C)C[C@H]1Oc2ncc(C#Cc3cccc(F)c3)cc2C(=O)N([C@@H](C)CO)C[C@@H]1C	0.4
[N-]=[N+]=NCc1ccccc1C[C@@]1(C(=O)N2CCOCC2)N=C(c2ccc(OCCCO)cc2)O[C@@H]1c1ccccc1	0.2
N[C@H]1CC[C@@H](CCn2cc(-c3ccccn3)nn2)O[C@H]1CO	-0.1
CCCNC(=O)Nc1ccc2c(c1)C(=O)N(C)C[C@@H](OC)[C@@H](C)CN(Cc1cccnc1)[C@H](C)CO2	-2.3
C[C@@H]1CN([C@@H](C)CO)C(=O)c2cc(-c3ccccc3F)cnc2O[C@@H]1CN(C)C(=O)CN(C)C	-2.1
C[C@H]1CN([C@@H](C)CO)C(=O)Cc2cc(NS(C)(=O)=O)ccc2O[C@@H]1CN(C)Cc1ccc(C(=O)O)cc1	-2.2
Cc1noc(C)c1NC(=O)Nc1ccc2c(c1)C(=O)N([C@H](C)CO)C[C@H](C)[C@H](CN(C)Cc1ccccc1)OCCCC[C@H](C)O2	3.6
CC(C)NC(=O)N(C)C[C@H]1Oc2ncc(C#CCc3ccccc3)cc2C(=O)N([C@H](C)CO)C[C@H]1C	-6.9
O=C(C[C@H]1CC[C@@H]2[C@H](COC[C@@H](O)CN2Cc2ccc(Cl)cc2)O1)Nc1nccs1	1.7
COCC(=O)Nc1ccc2c(c1)C(=O)N(C)C[C@H](OC)[C@H](C)CN(Cc1cccnc1)[C@H](C)CO2	-1.5
C[C@H](CO)N1C[C@H](C)[C@@H](CN(C)Cc2ccc(C(=O)O)cc2)Oc2ccc(NC(=O)Nc3ccccc3)cc2C1=O	-1.5
CCCC(=O)Nc1ccc2c(c1)OC[C@H](C)N(Cc1ccccn1)C[C@@H](C)[C@@H](OC)CN(C)C2=O	-2.6
CCCNC(=O)C[C@@H]1C[C@@H]2c3cc(NC(=O)CC4CC4)ccc3O[C@@H]2[C@H](CO)O1	-0.1
C[C@H](CO)N1C[C@H](C)[C@H](CN(C)CC2CC2)Oc2c(NC(=O)C3CCOCC3)cccc2C1=O	0.6
O=C(C[C@@H]1CC[C@@H](NC(=O)c2ccc3c(c2)OCO3)[C@H](CO)O1)NCc1ccc(F)cc1	-0.9

4 entries out of the list, ordered by length of the SMILES, rising.
SMILES	BioA inh
CCS(=O)(=O)N1CCCCN2[C@H](C1)[C@@H](c1ccc(C#CC(C)(C)O)cc1)[C@@H]2CO	-1.9
CCCNC(=O)Nc1ccc2c(c1)C(=O)N(C)C[C@@H](OC)[C@@H](C)CN(Cc1cccnc1)[C@H](C)CO2	-2.3
[N-]=[N+]=NCc1ccccc1C[C@@]1(C(=O)N2CCOCC2)N=C(c2ccc(OCCCO)cc2)O[C@@H]1c1ccccc1	0.2
C[C@H]1CN([C@@H](C)CO)C(=O)Cc2cc(NS(C)(=O)=O)ccc2O[C@@H]1CN(C)Cc1ccc(C(=O)O)cc1	-2.2

The list continues:
SMILES	BioA inh
CCCNC(=O)Nc1ccc2c(c1)C(=O)N(C)[C@@H]1CC[C@H](CC(=O)NCCCN(C)C)O[C@@H]1CO2	1.7
COc1ccc(C#Cc2cnc3c(c2)C(=O)N([C@H](C)CO)C[C@@H](C)[C@@H](CN(C)C)O3)cc1	-1.2
CN1C(=O)c2cc(NC(=O)NC3CCCC3)ccc2OC[C@H]2O[C@H](CC(=O)NCC3CC3)CC[C@H]21	-4.9
COCc1cn(CC[C@@H]2CC[C@@H](NC(=O)Nc3ccc(Cl)cc3)[C@@H](CO)O2)nn1	-2.0
C[C@@H]1CN([C@@H](C)CO)C(=O)c2cc(NS(C)(=O)=O)ccc2O[C@@H](C)CCCCO[C@H]1CN(C)C(=O)c1ccccc1	-2.2
C[C@@H]1CCCCO[C@H](CN(C)C(=O)Nc2ccccc2)[C@@H](C)CN([C@@H](C)CO)C(=O)c2cc(NC(=O)C3CCCCC3)ccc2O1	0.2
CC(C)NC(=O)N1C[C@H]2[C@@H](c3ccccc31)[C@@H](CO)N2C(=O)c1ccccn1	-2.0
C[C@H](CO)N1C[C@H](C)[C@H](CN(C)C(=O)c2ccccn2)Oc2ncc(-c3cccc(C#N)c3)cc2C1=O	-1.1
COCC#Cc1ccc2c(c1)O[C@H](CN(C)C(=O)CC1CC1)[C@H](C)CN([C@@H](C)CO)S2(=O)=O	0.0
COCC(=O)N(C)C[C@H]1Oc2ncc(C3=CCCC3)cc2C(=O)N([C@@H](C)CO)C[C@@H]1C	-3.9
CCC(=O)N1CCCCN2[C@@H](CO)[C@H](c3ccc(-c4ccc(F)cc4)cc3)[C@@H]2C1	1.1
C[C@@H]1CN([C@@H](C)CO)C(=O)c2cc(NS(=O)(=O)c3ccc(Cl)cc3)ccc2O[C@@H]1CN(C)Cc1ccc(C(=O)O)cc1	-2.4
C[C@H]1CN([C@@H](C)CO)C(=O)Cc2cc(NS(C)(=O)=O)ccc2O[C@@H]1CN(C)C(=O)NC1CCCCC1	1.7
C[C@@H]1CN([C@@H](C)CO)C(=O)Cc2cc(N(C)C)ccc2O[C@H]1CN(C)C(=O)NC1CCCCC1	-2.4
C[C@@H]1CN([C@H](C)CO)C(=O)c2cc(NC(=O)CCC(F)(F)F)ccc2O[C@@H]1CN(C)C(=O)Nc1cccc2ccccc12	0.5
CCNC(=O)C[C@@H]1CC[C@@H](NC(=O)C2CC2)[C@H](CO)O1	2.1
C[C@@H]1CCCCO[C@H](CN(C)Cc2ccccc2)[C@H](C)CN([C@@H](C)CO)C(=O)c2cc(NC(=O)Nc3cccc4ccccc34)ccc2O1	2.3
C[C@H]1CN([C@@H](C)CO)C(=O)Cc2cc(NC(=O)Cc3ccccc3)ccc2O[C@@H]1CN(C)C(=O)Nc1ccccc1	-0.5
CO[C@H]1CN(C)C(=O)c2cc(NC(=O)NC(C)C)ccc2OC[C@H](C)N(Cc2ccccc2)C[C@@H]1C	0.2
C[C@H](CO)N1C[C@H](C)[C@@H](CN(C)CC2CCOCC2)Oc2ncc(C#Cc3ccncc3)cc2C1=O	0.6
COc1ccccc1-c1ccc2c(c1)[C@@H]1[C@@H](CCN1S(=O)(=O)c1cn(C)cn1)[C@@H](CO)N2	0.2
CO[C@@H]1CN(C)C(=O)c2cc(NS(=O)(=O)CC(F)(F)F)ccc2OC[C@H](C)N(C(=O)NC(C)C)C[C@H]1C	-2.1
C[C@H]1CCCCO[C@@H](CN(C)C(=O)CCC(F)(F)F)[C@@H](C)CN([C@@H](C)CO)C(=O)c2cc(NC(=O)NC3CCCCC3)ccc2O1	5.1
CO[C@H]1CN(C)C(=O)c2cccc(C#N)c2OC[C@H]2O[C@H](CC[C@H]2OC)CCN(C)C(=O)[C@H]1C	1.7
C[C@@H]1CCCCO[C@H](CN(C)C(=O)c2ccccc2)[C@H](C)CN([C@@H](C)CO)C(=O)c2cc(NS(=O)(=O)c3cccs3)ccc2O1	-0.6
COc1ccc(S(=O)(=O)N(C)C[C@@H]2OCCCC[C@@H](C)Oc3ccc(NC(=O)c4ccccc4)cc3C(=O)N([C@@H](C)CO)C[C@H]2C)cc1	-1.7
CCCC#Cc1cnc2c(c1)C(=O)N([C@H](C)CO)C[C@@H](C)[C@@H](CN(C)C(=O)C1CCC1)O2	-4.0
CC(C)NC(=O)N(C)C[C@H]1Oc2cc(C#Cc3ccc(F)cc3)ccc2S(=O)(=O)N([C@H](C)CO)C[C@@H]1C	0.6
Cc1cc(C(=O)Nc2ccc3c(c2)C(=O)N(C)[C@H]2CC[C@H](CC(=O)O)O[C@@H]2CO3)no1	-2.6
COCC#Cc1ccc2c(c1)O[C@@H](CN(C)C(=O)CC1CC1)[C@@H](C)CN([C@@H](C)CO)S2(=O)=O	-0.1
C[C@H]1CN([C@@H](C)CO)C(=O)c2cc(NC(=O)Cc3ccccc3)ccc2O[C@H]1CN(C)C(=O)NC1CCCCC1	0.1
O=C(C[C@@H]1C[C@@H]2c3cc(NC(=O)C4CCC4)ccc3O[C@@H]2[C@H](CO)O1)NC1CCCC1	-2.7
COCC(=O)N(C)C[C@@H]1Oc2ncc(C#Cc3cccnc3)cc2C(=O)N([C@@H](C)CO)C[C@@H]1C	1.1
Cc1ccc(S(=O)(=O)N(C)C[C@H]2OCCCC[C@H](C)Oc3ccc(NC(=O)Nc4ccc5c(c4)OCO5)cc3C(=O)N([C@H](C)CO)C[C@H]2C)cc1	4.3
C[C@@H]1CN([C@@H](C)CO)C(=O)c2ccccc2-c2ccccc2CO[C@H]1CN(C)C(=O)Oc1ccccc1	-1.1
CC(C)c1cn(CC[C@H]2CC[C@H](NS(=O)(=O)c3ccc(Cl)cc3)[C@H](CO)O2)nn1	-3.5
CO[C@H]1CN(C)C(=O)c2cc(NC(=O)Nc3ccccc3)ccc2OC[C@@H](C)N(C(=O)CN(C)C)C[C@H]1C	1.7
CCC(=O)Nc1ccc2c(c1)OC[C@H](C)NC[C@@H](C)[C@H](OC)CN(C)C2=O	-2.9
O=C(C[C@H]1C=C[C@@H](NC(=O)c2ccc(F)cc2)[C@@H](CO)O1)NCCc1ccncc1	-0.4
C[C@@H]1CN([C@H](C)CO)C(=O)c2cccc(NS(=O)(=O)c3cccs3)c2O[C@H]1CN(C)C(=O)Nc1ccc2c(c1)OCO2	0.7
C[C@@H]1CN([C@@H](C)CO)C(=O)Cc2cc(NC(=O)Cc3cn(C)c4ccccc34)ccc2O[C@@H]1CN(C)CC1CCCCC1	-13
C[C@H](CO)N1C[C@H](C)[C@H](CN(C)C(=O)Nc2ccc(C(F)(F)F)cc2)Oc2ccc(NC(=O)CCC(F)(F)F)cc2CC1=O	1.4
C[C@@H]1CN([C@H](C)CO)C(=O)c2cc(NC(=O)C3CC3)ccc2O[C@@H]1CN(C)C(=O)NC1CCCCC1	-5.9
COc1ccc(-c2cnc3c(c2)C(=O)N([C@H](C)CO)C[C@H](C)[C@H](CN(C)S(=O)(=O)c2cn(C)cn2)O3)cc1	-1.6
Cc1ccc(S(=O)(=O)N(C)C[C@H]2Oc3c(NC(=O)NC(C)C)cccc3C(=O)N([C@H](C)CO)C[C@H]2C)cc1	-1.4
CC(C)C#Cc1cnc2c(c1)C(=O)N([C@H](C)CO)C[C@H](C)[C@H](CN(C)Cc1cccc(F)c1)O2	-2.6
CN1C(=O)c2cc(NS(=O)(=O)c3ccc(Cl)cc3)ccc2OC[C@H]2O[C@H](CC(=O)N3CCc4ccccc4C3)CC[C@@H]21	-1.8
C[C@H](CO)N1C[C@H](C)[C@H](CN(C)C(=O)c2cnccn2)Oc2cc(C3=CCCC3)ccc2S1(=O)=O	4.5
CNC[C@H]1Oc2c(NS(=O)(=O)c3ccc(F)cc3)cccc2C(=O)N([C@@H](C)CO)C[C@H]1C	0.4
CCCNC(=O)N[C@@H]1C=C[C@H](CC(=O)NC2CCCCC2)O[C@H]1CO	-2.5
C[C@@H]1CN([C@@H](C)CO)C(=O)c2cc(NC(=O)CCC(F)(F)F)ccc2O[C@H]1CN(C)Cc1ccc(C(=O)O)cc1	-3.1

Source: PubChem BioAssay
